Screening results: PubChem BioAssay, several laboratories
CAL PDZ FP-1: CAL PDZ peptide-binding inhibitors, primary screen, biochemical, fluorescence polarization, Cer-tagged CAL PDZ, HTS | Golgi-associated PDZ and coiled-coil motif-containing protein (Homo sapiens), Q9HD26 | purified CAL PDZ, TMR-peptide fluorescence polarization, 1 h | inhibition, % at 20 µM | hit rate 0.02% among 330,000 | AID 504414, 2011;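 active means highest replicate inhibition of at least 40%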;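 further: plate controls were DMSO neutral control wells for no effect and unlabeled competitor peptide control wells for full effect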
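Material: tagged CAL PDZ protein CerCALP, purified; buffer or medium: sodium phosphate/NaCl buffer pH 7.4 with TCEP, IgG, Thesit; also added: fluorescent TMR peptide probe; schedule: 1 h incubation at room temperature before polarization reading; technique: fluorescence polarization from S- and P-plane intensities, G-factor corrected; control set: unlabelled peptide and DMSO controls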
NSD2 HMT inh: NSD2 histone methyltransferase inhibitors, primary screen, biochemical, AlphaScreen, single concentration, set 2; Histone-lysine N-methyltransferase NSD2 (Homo sapiens), O96028; NSD2 peptide methylation, 120 min; inhibition, % at 12.5 µM; hit rate 0.54% among 310,000; in the data active means inhibition above about 50%
RTF Ca sens inh: cardiac RTF calcium sensitivity inhibitors, primary screen, biochemical, IANBD-TnC fluorescence, EC70 calcium | IANBD-labeled cardiac RTF, Ca2+ fluorescence | hit rate 0.12% among 340,000 | inhibition, % at 7.15 µM | AID 493244, 2011 | Troponin I, cardiac muscle (Homo sapiens) + Troponin T, cardiac muscle (Homo sapiens) + …;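 active means inhibition above the mean inhibition of all tested compounds plus 3 SD, cut at about 17% in these data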;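 further: assay run at fixed EC70 calcium of 1.6 mM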
DSG3 Ab inh: inhibitors of pemphigus antibody binding to DSG3, primary screen, biochemical, bead-based, flow cytometry, scFv-GFP; hit rate 0.48% among 310,000; binding (percent of control), % at 10 µM; AID 588358, 2011; DSG3-coupled beads, scFv-anti-DSG3-GFP binding; stronger effect = lower value; Desmoglein-3 (Homo sapiens), P32926;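 active means binding more than 3 SD below its plate's average and above zero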; further: some compounds called inactive have numbers as strong as hits
Keap1-Nrf2 PPI: Keap1-Nrf2 protein-protein interaction inhibitors, primary screen, biochemical, fluorescence polarization, single point; hit rate 0.15% among 340,000; Keap1 Kelch-Nrf2 peptide fluorescence polarization, 1536-well; inhibition, % at 9.4 µM; Kelch-like ECH-associated protein 1 (Homo sapiens), Q14145; AID 504523, 2011; in the data active means inhibition above about 12%;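 further: human Keap1 Kelch domain with fluorescein labeled Nrf2 9mer peptide probe; 0% = neutral control wells and 100% = peptide positive control; higher means more block of Keap1 binding to Nrf2 peptide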
V-ATPase pH: regulators of yeast V-ATPase proton pumping, primary screen, pHLuorin cytosolic pH fluorescence; S. cerevisiae; response, % at 10 µM; hit rate 0.37% among 350,000; AID 504577, 2011; in the data active means response mostly above about 7.3%, no sharp cut-off; inactive means mostly below about 5.4%; further: actives read high; inactives centre near 0; some compounds called inactive have numbers as strong as hits
C-LANA FP: inhibitors of KSHV C-LANA binding to DNA, primary screen, biochemical, fluorescence polarization, FAM-LBS DNA, MBP-C-LANA, single point; AID 504423, 2011; inhibition, % at 9 µM; hit rate 0.078% among 340,000;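 active means highest replicate inhibition at or above 60% at 9 µM, even if other replicates fall short; inactive means all replicates below 60% inhibition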;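 further: 0% = neutral control wells and 100% = 4 µM acridine orange control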
CAL PDZ FP-2: untagged CAL PDZ binding inhibitors, primary screen, biochemical, fluorescence polarization, HTS. Golgi-associated PDZ and coiled-coil motif-containing protein (Homo sapiens), Q9HD26. purified CAL PDZ, TMR-peptide fluorescence polarization, 1 h. inhibition, % at 24.9 µM. hit rate 0.92% among 300,000. AID 602252, 2012;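 active means mean inhibition of at least 30% with at least half of replicates also reaching 30%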;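 further: 0% = DMSO neutral control and 100% = excess unlabeled competitor peptide PRC23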
DAGLB inh: DAGLB lipase inhibitors, primary screen, biochemical, fluorescence, HTS | Diacylglycerol lipase-beta (Homo sapiens), Q8NCG7 | HEK293T DAGLB membrane lysate, EnzChek fluorogenic substrate | inhibition, % at 5.17 µM | hit rate 0.059% among 340,000; in the data active means inhibition above about 34%;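 further: 0% = enzyme with vehicle and 100% = wells lacking enzyme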
Target sequence (Q8NCG7 whole entry, looked up): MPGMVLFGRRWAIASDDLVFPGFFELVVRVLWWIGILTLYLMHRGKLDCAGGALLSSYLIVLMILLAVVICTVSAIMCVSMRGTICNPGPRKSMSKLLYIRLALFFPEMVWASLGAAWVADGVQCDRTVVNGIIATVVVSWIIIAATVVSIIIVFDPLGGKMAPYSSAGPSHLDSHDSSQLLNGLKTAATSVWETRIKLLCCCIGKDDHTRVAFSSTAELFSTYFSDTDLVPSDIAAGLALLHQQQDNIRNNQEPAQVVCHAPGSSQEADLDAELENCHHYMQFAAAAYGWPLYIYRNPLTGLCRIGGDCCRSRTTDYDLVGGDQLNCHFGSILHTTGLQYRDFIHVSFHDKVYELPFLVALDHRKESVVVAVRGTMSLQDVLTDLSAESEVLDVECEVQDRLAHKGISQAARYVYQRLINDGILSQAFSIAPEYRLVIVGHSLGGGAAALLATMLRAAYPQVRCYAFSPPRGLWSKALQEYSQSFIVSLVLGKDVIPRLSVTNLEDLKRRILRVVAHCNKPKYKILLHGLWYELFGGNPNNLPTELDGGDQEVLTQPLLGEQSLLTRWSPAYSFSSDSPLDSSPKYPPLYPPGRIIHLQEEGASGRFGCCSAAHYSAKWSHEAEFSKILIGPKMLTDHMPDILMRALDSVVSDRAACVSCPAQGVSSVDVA
Arr AP2 block: inhibitors of beta-arrestin/AP2 binding, primary screen, biochemical, GPCR trafficking, flow cytometry; hit rate 0.31% among 340,000; inhibition, % at 10 µM; AID 504490, 2011; beta-arrestin 1 C-terminal peptide binding to AP2 beta2-adaptin appendage (human); FITC-arrestin peptide / GST-AP2 beads; AP2 beta2 appendage carries R879A mutation;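 active means inhibition above a set limit, near 3 SD of compounds lacking own fluorescence, cut at about 54% in these data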;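 further: plate controls were DMSO wells for no effect and 5 µM unlabelled arrestin peptide for full effect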
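System: GST-tagged AP2 beta2-adaptin appendage (R879A) on 4 µm glutathione beads / Reagent: FITC-arrestin peptide, 50 nM / Detection: HyperCyt-sampled flow cytometry, FL1 channel, ex 488/em 535 nm / Timing: 12 min plus 1 h, RT / Buffer or medium: PBS plus Tween 20 (0.05%) and BSA (0.1%)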
Starred values were filed as active, the others as inactive; . = no result given. This is a subset (hit frequency here may not be typical).

Results follow in this order: CAL PDZ FP-1, NSD2 HMT inh, RTF Ca sens inh, DSG3 Ab inh, Keap1-Nrf2 PPI, V-ATPase pH, C-LANA FP, CAL PDZ FP-2, DAGLB inh, Arr AP2 block
1) CSc1nc(Cl)c(Cc2ccc(OC(C)C)cc2)c(N(C)C)n1
→ -0.2, -7, -9, 103, 1, -1, 0.3, -1, -13, 28
2) Cc1ccc(S(=O)(=O)N2[C@@H](c3ccc(C(C)(C)C)cc3)C(C(=O)O)=CC[C@H]2c2ccc(Cl)cc2)cc1
→ -0.5, ., 5, 96, -2, 1, -0.2, -2, 8, 0
3) Nc1c(C(=O)N2CCCCCC2)oc2ccccc12
→ -1.7, 1, -5, 101, 2, 4, -2.2, -2, 0, 46
4) CCOC(=O)C1CCCN(C(=O)Cn2nc(C)n3c(cc4c(OC)cccc43)c2=O)C1 (stereo not given)
→ -0.9, -6, 3, 92, 0, 2, -0.3, 6, -2, 5
5) CCc1nnc(NC(=O)CCC(=O)Nc2ccc(C)cc2)s1
→ -1.2, -3, 6, 98, -5, 2, -0.1, -2, 1, -10
6) O=C1/C(=C/c2ccc(F)cc2)SC(=S)N1CC(=O)N1CCCCC1c1cccnc1 (stereo not given)
→ -2.8, 2, -2, 99, -3, 0, -1.3, -4, -2, 6
7) COc1ccc(CNC(=O)CN(CC2CCCO2)C(=O)CNS(=O)(=O)c2ccccc2)cc1 (stereo not given)
→ -0.2, 0, -3, 97, 1, -1, -1.5, -3, 1, -1
8) COCCCN1C(=O)c2ccc(C(=O)N3CCN(c4ccccc4OC)CC3)cc2C1=O
→ -2.9, -2, -1, ., -4, 2, 0.8, 0, -2, -6
9) c1ccc(-n2cc(CN3CCCC3)c(-c3ccc4c(c3)OCO4)n2)cc1
→ ., 8, -4, 118, ., 5, ., -4, 0, 12
10) COc1ccc(OC(=O)CCCN2C(=O)c3ccccc3C2=O)cc1
→ 0.0, ., -4, 98, 2, -1, -1.3, 8, -4, 16
11) CCOCCCn1c(SCC(=O)Nc2ccc(OC)cc2)nc2ccccc2c1=O
→ 0.6, 8, -5, 108, -6, -2, -1.4, ., -2, 14
12) COc1ccc(NC(=O)c2ccccc2NS(=O)(=O)c2ccc(CNC(C)=O)cc2)c(OC)c1
→ -0.4, -2, 8, 105, -5, -1, -0.2, 0, 0, 14
13) Cc1cc(N2CCN(c3ccc(F)cc3)CC2)n2ncnc2n1
→ -1.2, -1, -7, 100, -1, 8, 0.7, ., -3, 40
14) COc1ccc(Cl)cc1C(=O)Nc1ccc(N(C)C(C)=O)cc1
→ 0.5, -1, 3, 101, 2, -1, 1.5, -5, 1, 16
15) CCOC(=O)c1ccc(NC(=O)c2ccco2)cc1
→ -0.1, -1, -5, 118, -5, -1, -2.4, ., -2, -14
16) O=C1CC(SC(=Nc2ccccc2)Nc2ccccc2)C(=O)N1c1ccc(Cl)c(Cl)c1 (stereo not given)
→ -1.1, -4, -18, 101, -2, -3, 0.6, 2, -2, 4
17) COc1ccc(S(=O)(=O)N2CCCCC2)cc1
→ -1.8, 0, -6, 106, 5, 0, 0.5, -4, 1, 12
18) O=C(NCCCn1ccnc1)c1ccc(-c2cccc(C(F)(F)F)c2)o1
→ -1.7, 3, -2, ., 0, -3, 0.3, 0, -4, -11
19) CN1CCN(C(=O)/C(=C/c2cccs2)NC(=O)c2ccco2)CC1
→ -0.3, 1, -1, 79, 1, 1, -0.9, ., -3, -18
20) CCn1c(NC(=S)Nc2ccccc2)nc2ccccc21
→ -2.0, 1, -3, ., 2, 0, -0.2, -2, 2, 24
21) CN(C[C@@H](CC1CCCCC1)N(C[C@H](Cc1ccccc1)N(CCc1ccccc1)N=O)N=O)N=O
→ 0.8, ., 8, 105, -3, 0, -1.2, 1, -6, -1
22) CCC(C)[C@H](NC(=O)N1CC(=O)Nc2ccccc21)C(=O)N1CCC[C@@H]1C(=O)O (stereo not given in full)
→ -0.1, ., 2, 104, -3, -3, -0.5, -5, -2, 5
23) Cc1cccc(C(=O)Nc2sc(-c3ccccc3)cc2C(=O)O)c1
→ 0.6, ., -4, 90, -6, -1, 2.3, 43*, 10, -16
24) NC(=O)CN1C(=O)C2C3c4ccccc4C(c4ccccc43)C2C1=O (stereo not given)
→ -1.0, 1, 3, 109, -2, -4, 0.3, -4, -1, -4
25) Cc1ccc(C(=O)NCCCc2ccccc2)c(C)c1
→ -3.1, ., -4, 99, 4, 0, 0.7, -4, -9, 3
26) COC(=O)c1sc(N2C(=O)C(O)=C(C(=O)c3ccc(C)o3)C2c2cc(OC)ccc2OC)nc1C (stereo not given)
→ -3.9, 0, -3, ., -5, -3, -0.2, -1, 6, 16
27) OC(COc1ccc(CN2CCCCO2)cc1)CN1CCCCC1 (stereo not given)
→ -3.7, 3, 5, 103, -2, -1, -2.8, -1, -1, 3
28) Cc1cc(=O)n2nc(N3CCCC3C(=O)NCCCN3CCCCC3)sc2n1 (stereo not given)
→ 0.5, ., -4, 100, -1, -1, -1.9, 2, -2, 35
29) COC(=O)C1=C(C)N(C)C(=S)N(C)C1c1cccc(Br)c1 (stereo not given)
→ -3.9, -3, -23, 103, 3, 6, -2.0, 22, 1, 29
30) CC(C)(C)Cc1cc(N)on1
→ -4.4, 0, -4, 107, 1, -2, -1.0, -1, 5, -11
31) O=C(O)c1oc2ccccc2c1CSc1ccccn1
→ -3.7, -1, -2, 103, -1, 2, 0.3, -5, 1, 9
32) COc1ccc(C(C(=O)NCC2CCCO2)N(C(=O)CNC(=O)c2cccs2)c2ccc(C(C)=O)cc2)cc1OC (stereo not given)
→ 0.9, 2, -5, 103, -5, -3, 1.0, -4, -1, -5
33) O=C1c2ccccc2C(=O)N1CCSc1ncn[nH]1
→ ., 3, -5, 102, 0, -1, -1.0, -1, -1, 0
34) COc1ccc2[nH]c3nc(SCc4nnc(-c5ccc(C)cc5)o4)nnc3c2c1
→ 0.0, ., -5, 104, -9, 4, -1.6, -5, 0, 1
35) COc1ccc(C(=O)NNC(=S)NC(=O)c2cccc([N+](=O)[O-])c2)cc1
→ 0.0, 1, 2, 95, -3, -6, -2.9, -4, -1, 5
36) C/C(=N\Nc1nc(C)cc(C)n1)c1ccc(N2CCOCC2)cc1
→ -0.3, -2, -3, 97, 0, 1, 1.0, 4, -3, -2
37) Cc1cc(C)n2c(SCC(=O)Nc3cc(C)on3)nnc2n1
→ -0.3, 4, 18*, ., 0, 1, 2.5, 0, 0, 26
38) COCCCn1c(C)nnc1SCC(=O)Nc1ccc(C(C)=O)cc1
→ -0.8, -4, -11, 117, -2, 1, -1.2, -7, -6, -2
39) CC(C)N1C(=S)SC(C)(C)C1n1oc(=O)n(-c2cccc(Cl)c2)c1=O (stereo not given)
→ -1.1, 1, -7, ., -4, -3, 3.5, ., -1, 10
40) O=S(=O)(Nc1nccs1)c1cnc(Cl)c(Br)c1
→ -0.2, 0, 2, 104, -5, 1, -0.8, -4, 4, 5

Entries above that contain an aryl thioether with sulfur outside any ring, in the order listed:
Results follow in this order: CAL PDZ FP-1, NSD2 HMT inh, RTF Ca sens inh, DSG3 Ab inh, Keap1-Nrf2 PPI, V-ATPase pH, C-LANA FP, CAL PDZ FP-2, DAGLB inh, Arr AP2 block
1) CSc1nc(Cl)c(Cc2ccc(OC(C)C)cc2)c(N(C)C)n1
→ -0.2, -7, -9, 103, 1, -1, 0.3, -1, -13, 28
11) CCOCCCn1c(SCC(=O)Nc2ccc(OC)cc2)nc2ccccc2c1=O
→ 0.6, 8, -5, 108, -6, -2, -1.4, ., -2, 14
31) O=C(O)c1oc2ccccc2c1CSc1ccccn1
→ -3.7, -1, -2, 103, -1, 2, 0.3, -5, 1, 9
33) O=C1c2ccccc2C(=O)N1CCSc1ncn[nH]1
→ ., 3, -5, 102, 0, -1, -1.0, -1, -1, 0
34) COc1ccc2[nH]c3nc(SCc4nnc(-c5ccc(C)cc5)o4)nnc3c2c1
→ 0.0, ., -5, 104, -9, 4, -1.6, -5, 0, 1
37) Cc1cc(C)n2c(SCC(=O)Nc3cc(C)on3)nnc2n1
→ -0.3, 4, 18*, ., 0, 1, 2.5, 0, 0, 26
38) COCCCn1c(C)nnc1SCC(=O)Nc1ccc(C(C)=O)cc1
→ -0.8, -4, -11, 117, -2, 1, -1.2, -7, -6, -2
